Screens: PubChem, several laboratories
PolyA inh – polyadenylation inhibitors in yeast reporter cells, primary screen, luminescence, S. cerevisiae | S. cerevisiae SKY197-pL101 polyadenylation reporter, beta-gal luminescence; efflux-impaired pdr1/pdr3 knockout yeast; score 100 = 6 SD above DMSO | actives 0.02% (n = 300,000) | calls only at 12 µM;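 active = lowest replicate activity score at least 50, where 100 means six control SD above control mean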;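 note: yeast exposed to compound for 9 h at 30 °C; higher score means more reporter readthrough which indicates perturbed polyadenylation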
KCNQ1 act – potentiators or activators of KCNQ1 channel, primary screen, cell-based, thallium flux, high-throughput. Potassium voltage-gated channel subfamily KQT member 1 (Homo sapiens), P51787. CHO-K1 KCNQ1, thallium flux FluxOR fluorescence; hits give high values. B-score at 10 µM. actives 0.35% (n = 310,000);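 active = fluorescence ratio B-score, a plate-corrected score, at least three library SD, with initial intensity B-score within 5 SD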
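assay system = CHO-K1 cells stably expressing KCNQ1 | medium = assay buffer, equal DMSO in all wells | timing = 37 °C overnight plating, 90-min dark dye load, 20-min compound pretreatment | measured by = kinetic FluxOR thallium fluorescence, 10-s 1-Hz baseline, 110-s post-stimulus read | measure = fluorescence change relative to baseline, converted to B score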
hERG rescue – hERG rescue from dofetilide block, primary screen, cell-based, CHO-hERG, FluxOR thallium flux, dofetilide IC70; dofetilide IC70 present; activation (rescue from dofetilide block), less the hit threshold, % at 10 µM; actives 0.51% (n = 310,000);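 active = activation above the mean of controls blocked by dofetilide plus 5 SD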;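 note: thallium influx through hERG after potassium depolarization seen as dye fluorescence rise; in these data hits start at about 4.7%; inactives centre near -7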
KCNQ1 inh – inhibitors of human KCNQ1 channel, primary screen, cell-based, thallium flux, high-throughput | Potassium voltage-gated channel subfamily KQT member 1 (Homo sapiens), P51787 | CHO-K1 KCNQ1, FluxOR thallium flux fluorescence; hits give high values | B-score at 10 µM | actives 1.3% (n = 310,000) | AID 2642, 2010;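 active = compounds whose thallium flux B-score, printed positive for inhibition, exceeds three library SD while starting fluorescence stays within three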;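 note: channel opened by potassium depolarization with thallium stimulus after 20 min compound exposure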
HDAC3 inh – HDAC3 deacetylase inhibitors, primary screen, biochemical, fluorescence, cell-free homogeneous. recombinant HDAC3, fluorogenic peptide/trypsin coupled. inhibition, % at 8.3 µM. AID 2718, 2010. Histone deacetylase 3 (Homo sapiens), O15379. actives 0.15% (n = 320,000); in the data active = inhibition above about 26%, passing the limit was not always enough
RGS4 act – RGS4 potentiators or activators, primary screen, cell-based, HEK293 M3R inducible RGS4, calcium flux; carbachol calcium flux Fluo4; hits give low values; B-score at 10 µM; actives 0.92% (n = 310,000); AID 463111, 2010;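 active = B-score of the integrated calcium signal more than 4 SD below the library mean, with starting fluorescence not abnormally high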;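 note: negative B-score means reduced calcium response which marks RGS4 activation or potentiation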
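System: HEK293 FlpIn-TREx cells, stable M3R, doxycycline-inducible RGS4. Timing: overnight RGS4 induction, 30 min dye load 37 °C, 20 min compound RT. Also added: carbachol, ECmax concentration. Measured by: Fluo4 fluorescence kinetic imaging of calcium. Evaluation: integrated calcium ratio converted to B score.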
GSK3beta inhib – human GSK3beta kinase inhibitors, primary screen, biochemical, cell-free homogeneous, HTS. GST-GSK3beta kinase, ADP-Glo luminescence, 60 min; hits give low values. activity score (negative = inhibition), % at 10 µM. actives 0.038% (n = 300,000);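 active = more than half of replicate wells score below -50%, meaning over 50% inhibition versus plate controls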;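 note: 0% = median DMSO wells and -100% = median GW8510 positive control wells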
Target sequence (P49841 whole entry, looked up): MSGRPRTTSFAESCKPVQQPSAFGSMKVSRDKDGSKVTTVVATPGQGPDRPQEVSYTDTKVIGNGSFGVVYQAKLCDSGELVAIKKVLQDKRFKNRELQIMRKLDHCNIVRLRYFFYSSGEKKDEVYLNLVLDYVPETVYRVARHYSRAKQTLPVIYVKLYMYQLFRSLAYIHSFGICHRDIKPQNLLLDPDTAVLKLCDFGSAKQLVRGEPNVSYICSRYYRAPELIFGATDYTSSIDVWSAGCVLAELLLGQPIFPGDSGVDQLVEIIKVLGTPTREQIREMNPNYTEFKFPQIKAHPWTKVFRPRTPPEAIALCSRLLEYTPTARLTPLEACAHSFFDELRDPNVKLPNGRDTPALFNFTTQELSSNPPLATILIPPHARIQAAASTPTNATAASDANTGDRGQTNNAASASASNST
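Test system: GST-tagged human GSK3beta kinase, cell-free; evaluation: activity score scaled between in-plate DMSO and GW8510 controls; measured by: ADP-Glo luminescence; incubation: 60 min reaction, RT; benchmarks: DMSO and 20 µM GW8510; reagent: peptide substrate plus 25 µM ATP (final); medium: Tris/MgCl2 kinase buffer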
DYRK1A inh – rat Dyrk1A kinase inhibitors, primary screen, biochemical, single point, plate reader | ADP-Glo luminescence, NFATc1 peptide | inhibition, % at 12.5 µM | actives 0.43% (n = 310,000); in the data active = inhibition above about 50%;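 note: plate controls were vehicle with enzyme for no effect and no enzyme for full effect; many of its hits are not listed in these tables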
KCNK9 inh – KCNK9 potassium channel inhibitors, primary screen, HEK293 cells, thallium flux; Potassium channel subfamily K member 9 (Homo sapiens), Q9NPC2; FluxOR thallium flux fluorescence; hits give low values; actives 1.2% (n = 310,000); B-score at 10 µM; AID 488922, 2010;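 active = ratio B-score over 3 SD below the library mean, with starting fluorescence within 5 SD of its mean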;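 note: negative B-score means less thallium flux so channel inhibition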
KCNK3 block – human KCNK3 channel inhibitors, primary screen, CHO cells, FluxOR thallium flux, B-score | FluxOR fluorescence; hits give low values | AID 602410, 2012 | B-score at 10 µM | actives 0.84% (n = 340,000) | Potassium channel subfamily K member 3 (Homo sapiens), O14649;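 active = B-score under library mean minus 4 SD, starting fluorescence ratio at most library mean plus 5 SD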;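 note: more negative B-score means stronger inhibition of thallium flux through KCNK3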
GSK3 alpha inh – blockers of GSK3A enzyme activity – biochemical, luminescence, cell-free homogeneous, HTS, primary screen; Glycogen synthase kinase-3 alpha (Homo sapiens), P49840; GSK-3 alpha kinase, ADP-Glo luminescence, 60 min; inhibition, % at 10 µM; actives 0.1% (n = 320,000); AID 2650, 2010;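 in the data active = inhibition above about 50%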;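 note: GST-tagged GSK-3 alpha with peptide substrate and 25 µM ATP; 0% = DMSO neutral wells and 100% = GW8510 positive control wells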
Target sequence (P49840 whole entry, looked up): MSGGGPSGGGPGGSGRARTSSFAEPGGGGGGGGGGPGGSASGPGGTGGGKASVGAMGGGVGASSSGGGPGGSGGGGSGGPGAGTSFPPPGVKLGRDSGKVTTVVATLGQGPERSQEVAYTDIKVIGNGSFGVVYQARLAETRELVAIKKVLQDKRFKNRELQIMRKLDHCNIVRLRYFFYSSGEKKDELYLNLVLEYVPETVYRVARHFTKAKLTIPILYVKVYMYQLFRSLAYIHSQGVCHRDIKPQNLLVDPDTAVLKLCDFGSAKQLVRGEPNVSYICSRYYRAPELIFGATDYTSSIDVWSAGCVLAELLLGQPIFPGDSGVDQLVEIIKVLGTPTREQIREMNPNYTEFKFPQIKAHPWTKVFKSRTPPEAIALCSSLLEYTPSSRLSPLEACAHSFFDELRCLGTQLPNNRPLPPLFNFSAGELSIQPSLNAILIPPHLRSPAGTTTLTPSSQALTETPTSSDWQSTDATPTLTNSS
Numbers without * were called inactive; i = inactive; / = no result given.

SMILES	PolyA inh	KCNQ1 act	hERG rescue	KCNQ1 inh	HDAC3 inh	RGS4 act	GSK3beta inhib	DYRK1A inh	KCNK9 inh	KCNK3 block	GSK3 alpha inh
COc1cc2ccccc2cc1C(=O)NNC(=O)c1ccccc1O	i	i	-21	i	1	i	-1	-2	i	i	-3
CCOc1cccc(C(=O)Nc2ccc3[nH]ncc3c2)c1	i	i	4.9*	i	-6	i	-2	11	i	i	-1
OCCCNc1nc(-c2ccccc2)c2cc(Cl)ccc2n1	i	i	-9	i	-9	i	0	/	i	i	1
O=c1cc(CN2CCOCC2)c2cc(Cl)c(O)cc2o1	i	i	-5	i	-93	i	1	-2	i	i	0
CN(C)CCCN(C(=O)c1nc2ccccc2s1)c1nc2ccc(F)cc2s1	i	i	-13	i	1	i	-3	7	i	i	0
CCOc1ccc(N(CCC#N)S(=O)(=O)c2ccc(OC)cc2)cc1	i	i	-11	i	-4	i	1	/	i	i	-2
C/C(=C\C1CCCCC1)C(NC(=O)c1ccc(C(F)(F)F)cc1)c1ccc(-c2ccccc2)cc1 (stereo unspecified)	i	i	-1	i	4	i	0	-1	i	i	-1
O=S(=O)(NCCC1=CCCCC1)c1ccc(Br)cc1	i	i	-14	7*	-3	i	4	-6	i	i	-3
O=C(CCc1c[nH]c2ccccc12)NCCc1ccc(O)cc1	i	i	0	i	-7	i	-1	6	i	i	-1
S=C(Nc1ccccc1)N1CCn2cccc2C1c1cccnc1 (stereo unspecified)	i	i	-11	i	3	i	-11	-2	i	i	2
Cc1[nH]nc(-c2ccc(OCc3cnn(-c4ccccc4)c3)cc2O)c1Oc1ccccc1F	i	/	/	/	11	/	-5	2	/	i	-2
CCCNC(=O)Cn1c(=O)oc2cc(S(=O)(=O)N3CCCC3)ccc21	i	i	-5	i	3	i	0	1	i	i	3
Cn1cc(Cl)c(C(=O)Nc2nccs2)n1	i	i	-6	i	10	i	-1	5	i	i	-2
COc1ccccc1N1CC(C(=O)Nc2nnc(SCC(=O)N3CCCC3)s2)CC1=O (stereo unspecified)	i	i	-10	i	-1	i	-1	-5	i	i	-1
CN(CC(=O)Nc1ccccc1Cl)C(=O)COC(=O)c1nc(Cl)ccc1Cl	i	i	-6	i	-1	i	2	0	i	i	-5
O=C(CN1CCN(c2ncc(C(F)(F)F)cc2Cl)CC1)NC(=O)NCc1ccccc1	i	i	0	i	0	i	-5	-7	i	i	-5
CSCCC(NC(=O)c1ccco1)C(=O)NC1CCCCCC1 (stereo unspecified)	/	i	-12	i	3	i	-1	9	i	i	-4
Cc1c(OCC(=O)N2C[C@H]3C[C@@H](C2)c2cccc(=O)n2C3)ccc2c3c(c(=O)oc12)CCC3	i	i	-7	i	0	i	0	6	i	i	-1
O=C(CN1C(=O)NC2(CCCC2)C1=O)OCCOc1ccc(Br)cc1	i	i	-15	i	1	i	51	-3	i	i	0
CCOc1ccccc1N(C(=O)CNS(=O)(=O)c1ccccc1)C(CC)C(=O)NCc1ccco1 (stereo unspecified)	i	i	-10	i	3	i	2	-1	i	i	-2
COc1ccc(CCNC(=O)/C=C\c2ccccc2)cc1OC	i	i	-13	i	0	i	-1	3	i	i	-3
COC(=O)c1cc(-c2ccc(OC)cc2)on1	i	i	-13	i	-9	i	1	-4	i	i	-1
CC(=O)N1C(=O)/C(=C2\SC(=S)N(c3c(C)n(C)n(-c4ccccc4)c3=O)C2=O)c2ccccc21	i	i	-4	i	-5	i	0	-1	i	i	0
CCCCN(N=Nc1nonc1OC)c1nonc1OC	i	i	-9	i	6	i	2	0	i	i	3
CCc1c(O)nc(SCC(=O)Nc2ccc3c(c2)CCC3)[nH]c1=O	i	i	-8	i	0	i	0	6	i	i	-4
O=C(OCc1ccc(Cl)cc1)c1cnccn1	i	i	-6	i	-1	i	0	-2	i	i	2
CC(=O)c1cccc(N(C(=O)c2cnccn2)C(C(=O)NCc2ccccc2)c2ccco2)c1 (stereo unspecified)	i	i	-11	i	-2	i	2	3	i	i	-3
Cc1ccc(NC(=O)NNC(=O)COc2ccc([N+](=O)[O-])cc2)cc1C	/	i	-3	i	9	i	0	/	i	i	-1
CCn1nc(C(=O)Nc2cc(Cl)ccc2-n2cncn2)c2ccccc2c1=O	i	i	-8	i	-11	i	-2	-3	i	i	-1
O=C(c1cccnc1)N1CCCc2ccccc21	i	i	-5	i	-1	i	1	-17	i	i	-2
O=C(c1ccc(-n2cncn2)c([N+](=O)[O-])c1)N1CCN(S(=O)(=O)c2ccc(F)c(F)c2)CC1	i	i	-12	i	-4	i	3	/	i	i	2
Cc1cc(NCC(c2ccccc2)c2ccccc2)n2ncnc2n1	i	i	-10	i	3	i	0	9	i	i	4
Cc1c2cc(O)c(=O)cc-2oc2cc(O)c(O)cc12	i	i	-44	i	-1	i	-7	13	i	i	2
O=C(Nc1nnc(C2CCCC2)s1)C1CCC1	i	i	-6	i	-1	i	-2	15	i	i	3
CC/C(C)=N/Nc1ccc(S(=O)(=O)N2CCCC2)cc1[N+](=O)[O-]	i	i	-9	i	0	i	-4	-8	i	i	0
C=CC1=C2C=C(C3CC3)N(C3CC3)C=C2C(=O)C(C)(OC(=O)c2ccco2)C1=O (stereo unspecified)	i	i	-8	i	3	i	-3	4	i	i	-2
COC(=O)c1ccccc1NC(=O)NCc1cccnc1	i	i	-18	i	-5	i	2	3	i	i	1
COCCNC(=O)CN(c1ccc(C)cc1)S(=O)(=O)c1ccccc1	i	i	-3	i	3	i	-2	7	i	i	2
O=C1ON=C(c2ccccc2)/C1=C/c1ccccc1	i	i	-8	i	1	i	0	-6	i	i	-3
COc1cnn(-c2cccc(C(F)(F)F)c2)c(=O)c1Cl	i	i	-6	i	11	i	1	/	i	i	-2
COc1ccc(NC2=CC(c3ccccc3)N(c3ccc(OC)cc3)C2=O)cc1 (stereo unspecified)	i	i	-6	i	0	i	2	/	i	i	1
Cc1cccc(C)c1NC(=O)c1cccc(C(=O)Nc2c(C)cccc2C)n1	i	i	-11	i	0	i	-1	35	i	i	-3
c1ccc(Oc2cccc(CN3CCOCC3)c2)cc1	i	i	-10	i	5	i	/	-13	i	i	-2
Cc1c[n+]([O-])ccc1Oc1ccc([N+](=O)[O-])cc1	i	i	-7	i	-4	i	1	1	i	i	-4
CCC(=O)Nc1ccc(C(=O)COC(=O)CCN2C(=O)C3CC=CCC3C2=O)cc1 (stereo unspecified)	i	i	-15	i	4	i	6	2	i	i	0

The last four records of the section above open the next one.
SMILES	PolyA inh	KCNQ1 act	hERG rescue	KCNQ1 inh	HDAC3 inh	RGS4 act	GSK3beta inhib	DYRK1A inh	KCNK9 inh	KCNK3 block	GSK3 alpha inh
Cc1cccc(C)c1NC(=O)c1cccc(C(=O)Nc2c(C)cccc2C)n1	i	i	-11	i	0	i	-1	35	i	i	-3
c1ccc(Oc2cccc(CN3CCOCC3)c2)cc1	i	i	-10	i	5	i	/	-13	i	i	-2
Cc1c[n+]([O-])ccc1Oc1ccc([N+](=O)[O-])cc1	i	i	-7	i	-4	i	1	1	i	i	-4
CCC(=O)Nc1ccc(C(=O)COC(=O)CCN2C(=O)C3CC=CCC3C2=O)cc1 (stereo unspecified)	i	i	-15	i	4	i	6	2	i	i	0
Oc1ccccc1Cn1c(-c2ccccc2O)nc2ccccc21	i	i	-11	i	-12	i	-1	-7	i	i	-1
Cc1ccc(NC(=O)CCC(=O)N/N=C/c2cc([N+](=O)[O-])ccc2O)cc1	i	i	-4	i	-1	i	1	0	i	i	-1
O=C1C2C(C(=O)N1CCN1CCN(Cc3ccc([N+](=O)[O-])cc3)CC1)[C@H]1C=C[C@@H]2C1 (stereo partly specified)	i	i	-5	i	3	i	2	-5	i	i	2
COc1ccccc1NC(=O)C1CCCN(S(=O)(=O)c2ccccc2)C1 (stereo unspecified)	i	i	-6	i	4	i	-2	/	i	i	1
Nc1nonc1C(=O)NCCN=Cc1cc(Cc2ccccc2)cc(Br)c1O	i	i	-13	i	5	i	3	-6	i	i	-3
CCN1CCCC1CNC(=O)c1ccc(Sc2ccccc2Cl)c([N+](=O)[O-])c1 (stereo unspecified)	i	i	-21	i	18	-7.1*	0	/	i	i	-2
C#Cc1ccc([C@H]2C=C(C(=O)O)O[C@@H](OCCCCO)C2)cc1	i	i	-4	i	6	i	-7	-7	i	i	-3
CNC(=O)CCSc1ccc(C)cc1	i	i	-12	i	1	i	0	-7	i	i	-4
CC1CCCN(CCCNS(=O)(=O)c2ccc3c(c2)CCN3C(=O)C2CC2)C1 (stereo unspecified)	i	i	-7	i	1	i	0	-2	i	i	0
N=C1SCC(=O)N1c1nc(-c2ccccc2)cs1	i	i	-4	i	-2	i	-1	1	i	i	0
Cc1ccc(-c2c[nH]c(=S)n2-c2ccccc2)cc1	i	i	-6	i	2	i	-10	5	i	i	-1
Cc1ccc(NC(=S)N(CCN(C)C)Cc2cc3cccc(C)c3[nH]c2=O)cc1	i	i	-5	i	0	i	1	-11	i	i	-5
CCOc1nc(NCCN2CCOCC2)nc(Nc2ccc([N+](=O)[O-])cc2)n1	i	i	-21	i	3	i	0	7	i	i	3
CC(=O)Nc1ccc(S(=O)(=O)Nc2cccc(-c3cn4c(n3)SCC4)c2)cc1	i	i	-10	i	10	i	1	2	i	i	0
O=c1c2[nH]c3ccccc3c2ncn1Cc1ccncc1	i	i	-15	i	-4	i	-4	7	i	i	1
Cc1ccc(NC(=O)CSc2nnc(NC(=O)C3CC3)s2)cc1C	i	i	-3	i	1	i	3	3	i	i	-2

An excerpt; rates above refer to the full screens.
